TDP2 inh: blocks human TDP2 phosphodiesterase activity; recombinant TDP2, T5PNP hydrolysis, p-nitrophenol absorbance 415 nm; O95551; inhibition, % at 12.8 µM; hit rate 0.34% among 370,000;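 active means inhibition above the mean of all tested compounds plus 3 SD, set per campaign, cut at about 25% in these data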;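 further: 0% = DMSO with enzyme and 100% = buffer with substrate but no TDP2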
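Assay system: recombinant human TDP2 / Reagent: T5PNP substrate at 5 mM, a TopII-DNA adduct mimic / Measured by: epi absorbance from released p-nitrophenol / Evaluation: % inhibition relative to enzyme-containing and enzyme-free wells / Control set: enzyme-free and DMSO wells / Replicates: each compound tested once, singlicate / Schedule: enzyme reaction with compound for 2 h at 37 °C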
UHRF1 MBD2 ctr: UHRF1 methyl-DNA binding inhibition | Q96T88 | UHRF1 binding to methylated oligo, TR-FRET | inhibition, % at 4.4 µM | hit rate 0.75% among 370,000; in the data active means inhibition above about 21%;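 further: UHRF1 SRA domain binding a hemimethylated CpG hairpin DNA probe; 0% = median of test compound wells and 100% = reference inhibitor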
Target sequence (Q96T88 whole entry, looked up, the tested form may be a part): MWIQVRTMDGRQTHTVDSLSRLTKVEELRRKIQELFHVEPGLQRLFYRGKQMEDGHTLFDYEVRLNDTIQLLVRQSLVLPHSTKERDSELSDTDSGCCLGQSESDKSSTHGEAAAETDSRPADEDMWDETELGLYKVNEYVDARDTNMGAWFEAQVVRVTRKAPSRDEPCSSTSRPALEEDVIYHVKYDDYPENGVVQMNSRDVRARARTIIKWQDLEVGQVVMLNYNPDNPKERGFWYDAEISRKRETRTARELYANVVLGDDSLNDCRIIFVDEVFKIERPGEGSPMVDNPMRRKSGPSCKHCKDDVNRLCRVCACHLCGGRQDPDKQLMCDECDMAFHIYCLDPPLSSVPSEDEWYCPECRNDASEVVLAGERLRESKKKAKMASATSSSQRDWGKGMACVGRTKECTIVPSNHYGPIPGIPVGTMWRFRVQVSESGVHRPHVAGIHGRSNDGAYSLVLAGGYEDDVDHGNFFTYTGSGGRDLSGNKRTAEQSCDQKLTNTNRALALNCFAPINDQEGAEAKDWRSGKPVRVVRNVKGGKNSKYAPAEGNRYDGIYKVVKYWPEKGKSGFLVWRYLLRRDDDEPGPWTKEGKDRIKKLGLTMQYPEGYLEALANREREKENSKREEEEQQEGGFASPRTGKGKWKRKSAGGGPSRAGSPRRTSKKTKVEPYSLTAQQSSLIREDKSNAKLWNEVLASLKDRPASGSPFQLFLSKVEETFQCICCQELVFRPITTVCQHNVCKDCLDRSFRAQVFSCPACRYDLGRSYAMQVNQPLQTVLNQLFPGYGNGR
DDE Tn7 FP inh: disrupts Tn7 cyclic peptide binding to fibrin D-Dimer-E complex. P02675. FP displacement of FITC-Tn7 peptide from fibrin DD(E); 0% = median of compound wells per plate. inhibition, % at 8.3 µM. hit rate 0.13% among 370,000;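 active means inhibition above the mean of compounds falling within the control limits plus 3 SD of them, cut at about 14% in these data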;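 further: 0% = plate median of compound wells and 100% = 10 µM Aha-Tn7 peptide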
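Measure: % inhibition scaled between sample-field median and high-control FP; Test system: human fibrin DD(E); Quantity: 2 µM final DD(E) protein; Doses: one dose, 8.3 µM nominal; Schedule: compound with protein 10 min, then 3 h after probe, room temperature; Detection: fluorescence polarization; Medium: Tris buffer with calcium and detergent, pH 7.8.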
HTRA1 inh: blocks human HTRA1 serine peptidase; Q92743; recombinant HTRA1, FP-rhodamine activity-based probe, fluorescence polarization; inhibition, % at 5.96 µM; hit rate 0.5% among 340,000; AID 504803; in the data active means inhibition above about 36%;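 further: 0% = enzyme with DMSO and 100% = wells lacking enzyme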
LEDGF integ inh: blocks HIV-1 LEDGF/p75-dependent DNA integration; TR-FRET IN-LEDGF/p75 DNA integration, Eu/Cy5; inhibition, % at 3.7 µM; hit rate 0.64% among 370,000;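 active means inhibition above the screen-wide mean plus 3 SD, cut at about 13% in these data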;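 further: signal is the Cy5 over europium emission ratio at 671 and 618 nm; 0% = plate median of compound wells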
mABHD4 FP: inhibitors of mouse ABHD4. Q8VD66. purified mABHD4, FP-Rh probe fluorescence polarization. hit rate 0.54% among 370,000. AID 720543. inhibition, % at 8.92 µM;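 active means inhibition exceeding the mean over every tested compound plus 3 SD, cut at about 30% in these data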;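 further: 0% = plate median of compound wells and 100% = S159A mutant with DMSO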
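Assay system: mouse ABHD4 enzyme, wild type / Also added: fluorescent activity-based probe FP-Rh / Doses: single nominal dose of 8.92 µM, 0.89% DMSO final / Timing: 45 min compound pre-incubation plus 60 min probe step, 25 °C / Signal: FP readout, ex 525 nm / em 598 nm / Control set: S159A mutant/DMSO as 100%, compound-well median as 0%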
PG9 binder: binds the HIV-1 gp120 antibody PG9; hit rate 0.43% among 360,000; TR-FRET gp120-PG9 antibody binding; AID 624416; inhibition, % at 6.7 µM; in the data active means inhibition above about 8.5%
TCR-CD3 inh: blocks the human TCR-CD3 interaction | inhibition, % at 9.4 µM | hit rate 0.37% among 360,000 | TAMRA-labeled TCR probe fluorescence, biochemical; in the data active means inhibition above about 19%;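 further: recombinant mutant TCR 2C K166C tagged with TAMRA read by polarization; 0% = receptor in buffer alone and 100% = receptor with positive control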
PRMT1 inh: blocks human protein arginine methyltransferase 1. Q99873. recombinant PRMT1, activity-based probe fluorescence polarization. inhibition, % at 2.79 µM. hit rate 1.3% among 370,000. AID 652257;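 active means inhibition above about 21% made by adding two undisclosed values, limit read from the data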
SIAE inh: inhibitors of human sialic acid acetylesterase SIAE; hit rate 0.69% among 370,000; SIAE FP-Rh probe binding, fluorescence polarization; Q9HAT2; inhibition, % at 9.66 µM;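 active means inhibition above a cutoff: mean of compounds within the control limits plus 3 SD of those, cut at about 17% in these data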;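 further: 0% = plate median of compound wells and 100% = probe without SIAE protein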
The depositor's hits bear a star.

For Cc1ccc(S(C)(=O)=O)cc1C(=O)NC(C)C1CC2CCC1C2 (stereo not given) the results were TDP2 inh -5.3, UHRF1 MBD2 ctr 1.9, DDE Tn7 FP inh 0.6, HTRA1 inh -0.3, LEDGF integ inh -6.6, mABHD4 FP -0.7, PG9 binder -1.4, TCR-CD3 inh -5.3, PRMT1 inh 5.0 and SIAE inh -2.3.
`COCCNC(=O)COC(=O)c1[nH]c(C)c(C(C)=O)c1C` gave TDP2 inh -12.0, UHRF1 MBD2 ctr -0.8, DDE Tn7 FP inh 6.1, HTRA1 inh 4.5, LEDGF integ inh -7.0, mABHD4 FP 1.5, PG9 binder -1.9, TCR-CD3 inh 2.8, PRMT1 inh -1.0 and SIAE inh -2.8.
Screening Cc1nn(C)cc1CN(C)C(=O)c1cc(-c2ccccc2)nc2ccc(Br)cc12 returned TDP2 inh -7.5, UHRF1 MBD2 ctr -0.3, DDE Tn7 FP inh -4.5, HTRA1 inh -7.9, LEDGF integ inh 5.0, mABHD4 FP -3.2, PG9 binder 12.5*, TCR-CD3 inh 0.2, PRMT1 inh -2.0 and SIAE inh -0.8.
For Cc1ccc(NC(=O)Cn2cnc([N+](=O)[O-])c2)cc1C the results were TDP2 inh 19.7, UHRF1 MBD2 ctr -1.2, DDE Tn7 FP inh -0.4, HTRA1 inh 4.4, LEDGF integ inh 1.0, mABHD4 FP -5.9, PG9 binder 1.0, TCR-CD3 inh 1.4, PRMT1 inh -1.0 and SIAE inh 4.5.
Screening NC(=O)c1ccccc1OC1CCC1 returned TDP2 inh -10.4, UHRF1 MBD2 ctr -1.2, DDE Tn7 FP inh 0.3, LEDGF integ inh 1.8, mABHD4 FP -4.5, PG9 binder -0.9, TCR-CD3 inh 4.5, PRMT1 inh -3.7 and SIAE inh 2.4.
Screening CCNS(=O)(=O)c1ccc(CCC(=O)NCCC2=CCCCC2)cc1 returned TDP2 inh 1.9, UHRF1 MBD2 ctr 3.0, DDE Tn7 FP inh 5.8, HTRA1 inh 4.1, LEDGF integ inh -0.4, mABHD4 FP -3.5, PG9 binder -0.9, TCR-CD3 inh 0.7, PRMT1 inh 4.2 and SIAE inh -1.6.
`CC(C)(O)CC[C@@H](O)[C@](C)(O)[C@H]1CC[C@@]2(O)C3=CC(=O)[C@@H]4C[C@@H](O)[C@@H](O)C[C@]4(C)[C@H]3CC[C@]12C` gave TDP2 inh -3.2, UHRF1 MBD2 ctr -0.5, DDE Tn7 FP inh 5.9, HTRA1 inh 1.1, LEDGF integ inh 1.1, mABHD4 FP 1.9, PG9 binder 2.6, TCR-CD3 inh 4.7, PRMT1 inh -0.7 and SIAE inh 2.1.
For Cc1cc(C)n(C(=O)CN2C(=O)CCC2=O)n1 the results were TDP2 inh 2.5, UHRF1 MBD2 ctr -0.6, DDE Tn7 FP inh -5.9, HTRA1 inh 1.7, LEDGF integ inh 3.5, mABHD4 FP 1.4, PG9 binder 0.0, TCR-CD3 inh -1.6, PRMT1 inh 0.9 and SIAE inh 1.5.
For S=C(NCCc1ccccc1)N/N=C/c1ccccc1Cl the results were TDP2 inh 2.6, UHRF1 MBD2 ctr -1.6, DDE Tn7 FP inh -5.6, HTRA1 inh -57.5, LEDGF integ inh -0.1, mABHD4 FP -19.3, PG9 binder -3.2, TCR-CD3 inh 3.8, PRMT1 inh 3.4 and SIAE inh -8.0.
Screening Cc1ccn2c(=O)c(C(=O)NCCC3=CCCCC3)c(O)nc2c1 returned TDP2 inh 0.7, UHRF1 MBD2 ctr 0.9, DDE Tn7 FP inh -1.3, HTRA1 inh 0.8, LEDGF integ inh 0.9, mABHD4 FP 10.6, PG9 binder 2.5, TCR-CD3 inh -1.0, PRMT1 inh -0.1 and SIAE inh -0.1.
Cc1[nH]n(-c2ccccc2)c(=O)c1N=Nc1ccc2c(c1)OCCO2 was read as TDP2 inh -8.4, UHRF1 MBD2 ctr -2.2, DDE Tn7 FP inh 8.8, HTRA1 inh -1.7, LEDGF integ inh -0.3, mABHD4 FP 2.8, PG9 binder 0.8, TCR-CD3 inh 0.8, PRMT1 inh -0.3 and SIAE inh 6.8.
For COc1cc2c(cc1OC)C(=S)NC1(CCCC1)C2 the results were TDP2 inh 9.8, UHRF1 MBD2 ctr 2.2, DDE Tn7 FP inh -2.7, HTRA1 inh -4.2, LEDGF integ inh -1.0, mABHD4 FP -3.5, PG9 binder -3.3, TCR-CD3 inh -3.0, PRMT1 inh 5.6 and SIAE inh 5.1.
`Cc1ccc2nc(SCC(=O)Nc3ccc(F)cc3F)nc(=O)n2c1` gave TDP2 inh 6.9, UHRF1 MBD2 ctr -0.6, DDE Tn7 FP inh -2.5, HTRA1 inh 1.1, LEDGF integ inh -1.1, mABHD4 FP 2.8, PG9 binder -1.4, TCR-CD3 inh 4.3, PRMT1 inh 2.0 and SIAE inh -3.1.
c1ccc(-c2cc(-c3ccncc3)nc3ccc4ccccc4c23)cc1 was read as TDP2 inh 0.2, UHRF1 MBD2 ctr -1.3, DDE Tn7 FP inh 2.5, HTRA1 inh -1.2, LEDGF integ inh 2.9, mABHD4 FP -2.2, PG9 binder -2.8, TCR-CD3 inh -6.8, PRMT1 inh -2.2 and SIAE inh -5.3.
CCCn1c(=O)c2ccccc2n2c(SCCOc3ccc(OC)cc3)nnc12 was read as TDP2 inh -9.6, UHRF1 MBD2 ctr 1.2, DDE Tn7 FP inh -5.5, HTRA1 inh -8.0, LEDGF integ inh -2.2, mABHD4 FP 5.6, PG9 binder 0.8, TCR-CD3 inh -2.4, PRMT1 inh 2.7 and SIAE inh -4.1.
`O=C(c1ccco1)N1CCN(C(=O)c2ccc(CS(=O)c3ccc(F)cc3)o2)CC1` (stereo not given) gave TDP2 inh -15.8, UHRF1 MBD2 ctr 3.5, DDE Tn7 FP inh -0.7, HTRA1 inh -3.2, LEDGF integ inh 0.9, mABHD4 FP -13.9, PG9 binder 0.4, TCR-CD3 inh -4.2, PRMT1 inh 11.1 and SIAE inh -3.3.
Screening CCCCCCCCN1C(=O)[C@H](CC(=O)N2CCSCC2)C[C@@]2(C(=O)OC)CCCCC=C12 returned TDP2 inh -8.2, UHRF1 MBD2 ctr -0.4, DDE Tn7 FP inh -0.3, LEDGF integ inh 1.3, mABHD4 FP -6.1, PG9 binder 0.5, TCR-CD3 inh -1.8, PRMT1 inh -2.7 and SIAE inh 0.5.
`CC(=O)N[C@@H](Cc1ccc(O)cc1)CN1C(N)=NC[C@@H]1CC(C)C` gave TDP2 inh -13.8, UHRF1 MBD2 ctr 1.1, DDE Tn7 FP inh -5.5, HTRA1 inh -3.4, LEDGF integ inh 4.2, mABHD4 FP -3.5, PG9 binder -2.0, TCR-CD3 inh 4.3, PRMT1 inh -0.2 and SIAE inh 2.4.
Screening Cc1c(NS(=O)(=O)c2ccc3c(c2)c(=O)n(C)c(=O)n3C)c(=O)n(-c2ccccc2)n1C returned TDP2 inh 3.4, UHRF1 MBD2 ctr -1.7, DDE Tn7 FP inh -3.6, HTRA1 inh 0.7, LEDGF integ inh 2.0, mABHD4 FP -2.1, PG9 binder 0.9, TCR-CD3 inh -6.1, PRMT1 inh -1.8 and SIAE inh 14.0.
`NC(=O)CN1C(=O)C2C3CCC(C3)C2C1=O` (stereo not given) gave TDP2 inh -2.1, UHRF1 MBD2 ctr 0.1, DDE Tn7 FP inh -3.3, HTRA1 inh 3.1, LEDGF integ inh -0.9, mABHD4 FP 2.8, PG9 binder -0.1, TCR-CD3 inh -8.1, PRMT1 inh 1.5 and SIAE inh 8.7.
For CCN(CC)c1ccc(/C=N/N2CCOCC2)c(O)c1 the results were TDP2 inh 2.9, UHRF1 MBD2 ctr -2.9, DDE Tn7 FP inh 2.8, HTRA1 inh 1.5, LEDGF integ inh -1.2, mABHD4 FP 7.9, PG9 binder -6.5, TCR-CD3 inh -3.4, PRMT1 inh -1.7 and SIAE inh 8.8.
Cc1ccc2nc3nc(NCC4CCCO4)c(C(=O)NC4CCCC4)cc3c(=O)n2c1 (stereo not given) was read as TDP2 inh -11.6, UHRF1 MBD2 ctr -5.7, DDE Tn7 FP inh 11.2, HTRA1 inh 10.6, LEDGF integ inh -1.5, mABHD4 FP 5.3, PG9 binder 0.7, TCR-CD3 inh 1.2, PRMT1 inh -3.8 and SIAE inh -1.3.
For Cc1occc1C(=O)N/N=C/c1ccc[nH]1 the results were TDP2 inh -5.9, UHRF1 MBD2 ctr -5.2, DDE Tn7 FP inh -5.2, HTRA1 inh 2.0, LEDGF integ inh 2.0, mABHD4 FP 2.5, PG9 binder -1.7, TCR-CD3 inh 4.9, PRMT1 inh -2.2 and SIAE inh 5.6.
O=C(COC(=O)CCC(=O)c1ccc(F)cc1)NCCc1ccccc1 was read as TDP2 inh 0.2, UHRF1 MBD2 ctr -1.0, DDE Tn7 FP inh 4.6, HTRA1 inh -1.3, LEDGF integ inh -1.8, mABHD4 FP 5.2, PG9 binder -0.1, TCR-CD3 inh 3.0, PRMT1 inh 1.4 and SIAE inh -5.1.
CC(C)[C@H](NC(=O)[C@@H]1Cc2ccccc2CN1)C(=O)Nc1ccc2c(c1)OCCO2 was read as TDP2 inh 9.0, UHRF1 MBD2 ctr -0.5, DDE Tn7 FP inh -10.6, HTRA1 inh 0.7, LEDGF integ inh 3.8, mABHD4 FP -0.4, PG9 binder -1.4, TCR-CD3 inh 5.8, PRMT1 inh -1.5 and SIAE inh 3.6.
For COc1ccc(-c2nc(CS(=O)(=O)CC(=O)NC3CCCCC3C)c(C)o2)cc1 (stereo not given) the results were TDP2 inh -6.2, UHRF1 MBD2 ctr 2.2, DDE Tn7 FP inh 5.1, HTRA1 inh 6.4, LEDGF integ inh 0.1, mABHD4 FP 5.3, PG9 binder -0.7, TCR-CD3 inh 5.4, PRMT1 inh 0.7 and SIAE inh -3.6.
For COc1cc(F)ccc1-c1cc(C(=O)NCC2CCCCC2)[nH]n1 the results were TDP2 inh 4.5, UHRF1 MBD2 ctr -2.0, DDE Tn7 FP inh -0.7, LEDGF integ inh -2.4, mABHD4 FP -3.8, PG9 binder -1.4, TCR-CD3 inh -0.8, PRMT1 inh -3.8 and SIAE inh 2.8.
CCc1c(C)nc2ncnn2c1NCCc1ccc(Cl)cc1 was read as TDP2 inh -6.0, UHRF1 MBD2 ctr -2.2, DDE Tn7 FP inh 7.8, HTRA1 inh -13.1, LEDGF integ inh -0.8, mABHD4 FP -2.1, PG9 binder 2.2, TCR-CD3 inh 3.1, PRMT1 inh -0.4 and SIAE inh 5.3.
COc1cc(-c2noc(CCC(N)=O)n2)cc(OC)c1OC was read as TDP2 inh -5.4, UHRF1 MBD2 ctr 2.3, DDE Tn7 FP inh -5.9, LEDGF integ inh 1.6, mABHD4 FP -1.9, PG9 binder 0.9, TCR-CD3 inh 0.5, PRMT1 inh 1.0 and SIAE inh 1.1.

Screening data as filed in PubChem.
